CYP2C9 inhib: blockers of cytochrome P450 2C9 activity – biochemical, luminescence, ADME assay, primary screen; P11712; CYP2C9 Supersomes, luciferin-H conversion; inhibition, % at 5 µM; hit rate 20% among 96,000; AID 777, 2007;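 active means blocking of liver enzyme CYP2C9 beyond about 50% at 5 µM, limit read from the data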; further: values of inactives mirror those of a sister screen read the other way
PostGolgi ctrl: growth inhibition of yeast control strain, primary screen, counter-screen for post-Golgi transport modulator project | efflux-deficient yeast background strain, growth absorbance A615, 16 h | hit rate 5% among 98,000 | inhibition, % at 10 µM
E coli WT exp: growth inhibitors of wild-type E. coli, primary screen, strain BW25113, expanded library, OD600 | hit rate 0.15% among 98,000 | OD600 absorbance | growth inhibition, % at 100 µM | AID 710, 2007;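 active means growth inhibition above about 50% at one test dose, limit read from the data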;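 further: growth measured after 20 h incubation at 37 °C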
PTPN22 act: LYP phosphatase activators, primary screen, biochemical, DiFMUP fluorescence, 2 µM. recombinant LYP; 0 = plate median, 100 = signal doubled. activation, % at 2 µM. hit rate 0.11% among 96,000;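 active means activation at 2 µM above a set limit, the mean plus 5 SD, cut at about 37% in these data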
hDAT+cocaine: changed hDAT dopamine uptake under cocaine IC80, either direction, primary screen, cocaine antagonist project, cell-based, LLC-PK1 hDAT, [14C]-dopamine uptake, MLSMR | Sodium-dependent dopamine transporter (Homo sapiens), Q01959 | LLC-PK1 hDAT cells, [14C]-dopamine uptake with cocaine IC80; actives deviate in either direction | B-score at 10 µM | hit rate 1.3% among 110,000 | AID 449768, 2010;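 active means Z score or B-score, a plate-position-corrected score, falls beyond the plate's 99.7% confidence bounds, in either direction; inactive means both scores lie inside the 99.7% bounds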;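 further: scored against the spread of the other compound wells on the same plate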
Target sequence (Q01959 whole entry, looked up): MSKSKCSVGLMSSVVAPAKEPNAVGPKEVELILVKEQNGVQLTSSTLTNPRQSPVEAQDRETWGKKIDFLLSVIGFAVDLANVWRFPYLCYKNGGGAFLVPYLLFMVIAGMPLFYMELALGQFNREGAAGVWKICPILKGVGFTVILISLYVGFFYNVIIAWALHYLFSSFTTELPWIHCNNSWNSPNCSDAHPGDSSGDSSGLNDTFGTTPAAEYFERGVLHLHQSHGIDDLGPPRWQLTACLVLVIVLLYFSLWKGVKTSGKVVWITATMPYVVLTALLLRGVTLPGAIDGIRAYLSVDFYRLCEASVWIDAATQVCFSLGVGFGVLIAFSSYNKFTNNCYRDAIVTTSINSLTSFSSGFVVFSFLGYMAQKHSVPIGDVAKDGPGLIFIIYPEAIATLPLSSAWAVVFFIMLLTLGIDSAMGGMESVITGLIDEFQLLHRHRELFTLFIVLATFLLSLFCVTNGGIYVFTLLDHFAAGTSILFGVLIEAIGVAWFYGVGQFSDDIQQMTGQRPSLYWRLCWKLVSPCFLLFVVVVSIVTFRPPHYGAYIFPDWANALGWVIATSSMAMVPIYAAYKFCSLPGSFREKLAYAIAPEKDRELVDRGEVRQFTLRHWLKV
CYP2C9 act: human CYP2C9 activators, primary screen, biochemical, luminescence; recombinant CYP2C9, luciferin-H conversion; hits give high values; factor 1 = untreated enzyme, 0 = blocked; activation factor at 5 µM; hit rate 1.4% among 96,000; AID 1024, 2008;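 active means activation factor of 2 or more for CYP2C9 at a 5 µM dose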;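 further: 0 = sulfaphenazole-blocked wells and 1 = vehicle-only wells; values of inactives mirror those of a sister screen read the other way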
Pyk2 oligo antag: antagonists of Pyk2 self-association, primary screen, Q293 cells, FERM NanoBiT luminescence, HTS; Protein-tyrosine kinase 2-beta (Homo sapiens), Q14289; hits give low values; z-score (the deposit names both 25 µM and 10 µM); hit rate 0.83% among 99,000; AID 1347419, 2020;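 active means Z-score of -3 or lower, scaled per plate to the spread of control and sample wells; inactive means z-score above -3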;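 further: negative z-score means lost luminescence so less FERM oligomerization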
PostGolgi yeast: phenotypic screen on post-Golgi transport, primary screen | post-Golgi transport phenotypic cell assay | inhibition, % at 10 µM | hit rate 0.9% among 98,000 | AID 739, 2007;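 further: yeast cells grown in 1536-well plates; yeast grown about 18 h at 30C before absorbance read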
PTPN22 inh 2: PTPN22 phosphatase inhibitors, primary screen, biochemical, DiFMUP fluorescence, 2 µM; inhibition, % at 2 µM; Tyrosine-protein phosphatase non-receptor type 22 (Homo sapiens), Q9Y2R2; recombinant LYP catalytic domain; hit rate 0.21% among 96,000;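 active means inhibition at 2 µM at or above a set limit, the screen mean plus 3 SD, cut at about 24% in these data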;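 further: 0% = DMSO with enzyme and 100% = enzyme fully blocked by orthovanadate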
An asterisk follows results filed as active; x = not tested or not shown. Unless noted, no stated cut-off is given here; in the data, active means inhibition above about 30%; inactive means the rest.

Value order – CYP2C9 inhib	PostGolgi ctrl	E coli WT exp	PTPN22 act	hDAT+cocaine	CYP2C9 act	Pyk2 oligo antag	PostGolgi yeast	PTPN22 inh 2
CC(=O)c1cc(-c2ccc(F)cc2)n(CC(=O)NCc2cccs2)c1C
  49	2	-1	-7	-0.72	0.5	0.27	-4	7
O=C(Nc1nc(-c2cccs2)cs1)c1ccc(Cl)s1
  x	21	-18	x	0.16	x	x	32*	x
CCc1cccc(NC(=O)c2snc3c(=O)[nH]cnc23)c1
  10	-5	-16	9	1.3	0.9	0.84	8	-12
O=S(=O)(NCC1CCCO1)c1ccc(Cl)c(C(F)(F)F)c1 (centres undefined)
  -290	10	6	6	-0.41	3.9*	0.42	9	-8
CCCCn1c(SCC(=O)c2ccc3c(c2)OCCO3)nnc1-c1ccco1
  56*	7	-15	1	0.45	0.4	-0.55	-7	-3
Cc1noc(NS(=O)(=O)c2ccc(NC(=O)CC34CC5CC(CC(Br)(C5)C3)C4)cc2)c1C
  -2	16	6	-14	-0.22	1	-0.04	-7	16
COc1ccc(C(C(=O)NC2CCCC2)N(Cc2ccccc2)C(=O)CNC(=O)c2ccco2)cc1 (centres undefined)
  -1	6	-9	19	-0.2	1	-0.49	-2	-20
S=c1nc(-c2ccccc2)n(CCCN2CCOCC2)c2c1CCCC2
  -4	7	1	x	0.0027	1	0.89	-5	x
CCCC1=C(C(=O)OCC)C(c2ccccc2OC)NC(=O)N1 (centres undefined)
  22	5	-4	3	-0.83	0.8	-1.4	14	-5
CC(=O)Nc1ccc(NCC(O)COc2ccccc2)cc1 (centres undefined)
  34	5	-5	4	1	0.7	1.3	18	-8
Cc1cccc(N(CC(=O)NCCSCc2ccco2)S(=O)(=O)c2ccccc2)c1
  71*	4	-12	2	-0.39	0.3	0.26	-8	2
O=C(Cc1ccccc1)Nc1ccccc1N1CCOCC1
  15	0	-1	-1	0.26	0.9	-0.56	6	2
CC1(C)C(=O)Nc2ccccc2N1C(=O)COC(=O)C1CCCCC1
  61*	2	1	0	-0.43	0.4	0.85	-6	1
O=C(Nc1cccc(O)c1)c1ccc(Br)cc1
  29	7	11	1	-0.5	0.7	0.94	-10	3
CC(C)CNC(=O)CCCc1ccccc1
  42	17	8	-2	-0.48	0.6	-0.47	1	4
CC[n+]1c(P(=O)([O-])c2ccccc2)[nH]c2ccccc21
  -14	-2	-3	9	-0.77	1.1	-0.09	1	-5
COc1ccc(Cl)c(NC(=O)NCCN2CCN(c3ccccc3)CC2)c1
  -18	1	-7	6	-1.4	1.2	-0.04	14	-5
Cc1ccc2sc(-c3ccc(NC(=O)c4cc(-n5cnnc5)ccc4Cl)cc3)nc2c1
  14	4	7	4	0.0012	0.9	-0.46	1	1
CC1CCN(S(=O)(=O)c2cn(C)c(=O)n(C)c2=O)CC1
  0	8	-4	2	1.4	1	x	-9	-6
CC(C)NC(=O)CSc1nc2ccccc2n1CC(=O)N1CCc2ccccc21
  95*	1	-2	-5	1	0.1	2	3	3
Cc1ccc(Cl)cc1NC(=O)c1ocnc1C
  10	4	-1	-3	-0.09	0.9	0.45	8	0
Cc1ccc(C(=O)CSc2ncnc3sc4c(c23)CCC(C)C4)cc1 (centres undefined)
  x	x	x	-8	-0.056	x	0.55	x	8
Fc1cccc(Cl)c1Cn1nnc(-c2ccc(N3CCOCC3)cc2)n1
  -6	13	-5	-3	-0.67	1.1	-0.12	-1	6
C/C(N)=C(/C#N)C(=O)CSc1nc2cc(Cl)ccc2s1
  -12	44*	-2	2	-0.25	1.1	-0.05	-12	-3
O=C(O)CSc1nnc(C2CC2)n1-c1ccccc1
  -9	-5	4	-6	0.1	1.1	1.2	-4	1
Cc1oc(CSCC2CCCO2)cc1C(=O)O (centres undefined)
  10	9	5	4	-1.7	0.9	0.48	10	-9
CCCCSc1nc(O)c(C2OC(=O)c3c2ccc(OC)c3OC)c(=O)n1C (centres undefined)
  21	-1	4	0	0.61	0.8	0.9	7	0
COc1ccc(CNC(=O)CCn2c(=O)oc3ccccc32)cc1
  2	8	0	8	0.83	1	0.03	-1	-8
CCOC(=O)c1c(NC(=O)CSc2nnc(-c3ccncc3)n2Cc2ccco2)sc(C)c1C
  87*	15	-13	-5	0.22	0.1	-2.8	-9	5
Cn1c(NN)nc2sc3c(c2c1=O)CC(C)(C)OC3
  x	x	x	-4	-0.61	x	0.02	x	4
Cc1cc(=O)n2nc(-c3ccccc3)sc2n1
  -13	3	3	-1	-2.7*	1.1	0.02	-2	-2
CCCCn1nnc(NC(=O)c2cc3ccccc3o2)n1
  8	4	-1	-3	0.74	0.9	-0.21	20	4
Cc1ccc(C(=O)CC(=O)c2cc(Cl)ccc2O)cc1
  19	33*	-14	1	1.2	0.8	0.61	4	0
Cc1ccnc(NS(=O)(=O)c2ccc(NS(=O)(=O)Cc3ccccc3)cc2)n1
  5	3	-4	-1	0.042	0.9	1.5	-3	1
CCOC(=O)CNC(=O)Cn1cnc2c(nnn2-c2cccc(Cl)c2)c1=O
  -44	-1	3	-8	2.2	1.4	0.15	16	5
CC(NC(=O)C1CCC1)c1ccccc1 (centres undefined)
  3	4	-3	3	-1.4	1	0.27	-2	1
O=C(NC1CC2CCC(C1)N2Cc1ccco1)c1ccccc1 (centres undefined)
  x	x	x	1	-0.83	x	0.98	x	-4
COc1ccc(S(=O)(=O)N2c3ccccc3OCC2c2ccccc2)cc1 (centres undefined)
  42	14	-7	x	0.079	0.6	-2.1	-8	x
CCOc1cc(CNCCN(C)C)c(Cl)cc1OCC(=O)NCCc1ccccc1
  22	8	-3	5	-0.081	0.8	-0.32	9	-6
O=C(Nc1nc(-c2ccncc2)cs1)c1ccco1
  76*	6	-2	1	-0.91	0.2	0.15	0	-4
Cc1ccc(O)c(CNc2ccccn2)c1
  33	4	7	2	-0.37	0.7	0.29	4	-5
CCn1c(COc2ccccc2C)nc2ccccc21
  x	x	x	1	-0.33	x	-0.33	x	-2
CC1(C)Cc2ccccc2-c2nc3ccccc3c(=O)n21
  34	13	9	0	0.48	0.7	-0.23	-11	-2
COC(=O)c1ccccc1NC(=O)CSc1nnc(C(CO)NC(=O)c2ccccc2)n1C (centres undefined)
  -16	-2	-7	3	-0.2	1.2	-0.23	-3	-9
C=CCN(CC=C)S(=O)(=O)c1ccc(NC(=S)NC(=O)/C=C/c2cccc3ccccc23)cc1
  39	-3	-24	-4	-0.048	0.6	0.69	-4	1
COc1cccc(-c2nnc(SCC(=O)Nc3ccc4c(c3)OCCO4)n2Cc2ccco2)c1
  58*	1	-19	-8	-0.45	0.4	-1.7	-6	6
Cc1cc(Br)c2[nH]c3c(c2c1)CCCC3=O
  -35	13	0	10	0.068	1.4	-1	13	-7
COC(=O)c1cc(COc2ccc3c(c2)oc(=O)c2ccccc23)c(C)o1
  49	4	-4	3	0.022	0.5	0.59	-1	-6
CCC(=O)Nc1ccccc1C(=O)OCC(=O)c1cccc2ccccc12
  73*	4	-20	-7	-0.16	0.3	-1.9	-5	10
CC1(C)Cc2c(ccc3ccccc23)/C(=C/C#N)N1
  0	26	-4	6	1.2	1	-0.45	3	-2
COc1ccc(/C=N/NC(=O)c2nc(Cl)c(Cl)c(N)c2Cl)cc1COc1ccccc1F
  87*	-4	-7	2	-0.33	0.1	-0.3	-8	1
O=c1cc(-c2ccccc2)nc2nc(-c3ccccc3)[nH]n12
  59*	7	-2	0	-0.2	0.4	0.75	-2	-2
O=C(CNC(=O)c1cccs1)OCC(=O)c1ccccc1
  13	5	7	9	0.66	0.9	0.09	6	-10
Cc1ccc(N2C(=O)CC(c3ccsc3)C3=C2CC(C)(C)CC3=O)cc1 (centres undefined)
  33	7	1	-3	0.26	0.7	-1.1	5	1
CCOc1ccc(NC(=O)CCC(=O)OC)cc1
  -70	4	-5	6	-0.46	1.7	-0.02	24	-9
CCC(C)Sc1nc2c(c(=O)[nH]c(=O)n2C)n1Cc1ccc(Cl)cc1 (centres undefined)
  26	46*	-5	x	0.26	0.7	-1	6	x
Cn1c(=O)c2c(nc(NCc3cccnc3)n2Cc2ccc(Cl)cc2)n(C)c1=O
  70*	-1	1	0	1.3	0.3	-1.2	8	2
Cc1cccc2cc(C(c3nnnn3CC3CCCO3)N3CCCC4(CCCCC4)C3)c(=O)[nH]c12 (centres undefined)
  19	21	-4	-16	-0.33	0.8	x	-2	15
CC(C)(C)c1ccc(NC(=O)NCc2ccco2)cc1
  -18	17	-2	-2	-0.28	1.2	-1.6	-14	1
CN1CC=C2C(C#N)=C(N)C(C#N)(C#N)C(c3cccc(Cl)c3Cl)C2C1 (centres undefined)
  91*	4	1	x	-0.72	0.1	-0.17	14	x

The listing continues.
Value order – CYP2C9 inhib	PostGolgi ctrl	E coli WT exp	PTPN22 act	hDAT+cocaine	CYP2C9 act	Pyk2 oligo antag	PostGolgi yeast	PTPN22 inh 2
C=CCc1ccccc1OCCn1ccnc1
  85*	-5	8	-15	-0.85	0.1	0.65	1	11
CCCOc1ccc2c3c(c(=O)oc2c1OCCC)CCCC3
  -17	56*	0	-3	0.38	1.2	-1.3	-5	5
COc1ccc(C2(CNC(=O)CCC(=O)O)CCCC2)cc1
  2	0	8	3	-0.049	1	0.28	-1	-4
Cc1csc2nc(CCNS(=O)(=O)c3cccs3)cn12
  -21	0	5	9	-1.1	1.2	x	-2	-10
COc1ccccc1C(=O)Nc1ccc2oc(-c3ccc(F)cc3)nc2c1
  -40	4	1	21	-0.7	1.4	-1.2	10	-23

From PubChem
